# Screening data: PubChem, several laboratories
# SIAE primary: human SIAE inhibition, primary screen; SIAE FP-Rh probe binding, fluorescence polarization; inhibition, % at 9.66 µM; Q9HAT2; hit rate 0.69% among 370,000;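 active = inhibition above a cutoff: mean of compounds within the control limits plus 3 SD of those, cut at about 17% in these data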;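 also: 0% = plate median of compound wells and 100% = probe without SIAE protein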
# PRMT1 inh: blocks human protein arginine methyltransferase 1; Q99873; AID 652257; recombinant PRMT1, activity-based probe fluorescence polarization; hit rate 1.3% among 370,000; inhibition, % at 2.79 µM;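 active = inhibition above about 21% made by adding two undisclosed values, limit read from the data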
# Target sequence (Q99873 whole entry, looked up): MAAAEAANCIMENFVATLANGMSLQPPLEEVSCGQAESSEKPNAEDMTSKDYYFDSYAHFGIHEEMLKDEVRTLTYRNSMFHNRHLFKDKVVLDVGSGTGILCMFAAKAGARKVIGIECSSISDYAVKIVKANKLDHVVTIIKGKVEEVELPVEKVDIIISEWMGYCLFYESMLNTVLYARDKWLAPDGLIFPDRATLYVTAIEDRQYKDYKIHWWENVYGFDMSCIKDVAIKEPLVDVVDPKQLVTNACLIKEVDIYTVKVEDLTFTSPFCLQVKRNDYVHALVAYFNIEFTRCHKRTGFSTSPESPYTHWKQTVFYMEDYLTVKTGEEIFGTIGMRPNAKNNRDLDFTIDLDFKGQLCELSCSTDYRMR
# LEDGF integ inh: blocks HIV-1 LEDGF/p75-dependent DNA integration; TR-FRET IN-LEDGF/p75 DNA integration, Eu/Cy5; inhibition, % at 3.7 µM; hit rate 0.64% among 370,000;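 active = inhibition above the screen-wide mean plus 3 SD, cut at about 13% in these data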;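 also: signal is the Cy5 over europium emission ratio at 671 and 618 nm; 0% = plate median of compound wells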
# TCR CD3 inh: inhibitors of human TCR-CD3 interaction. hit rate 0.37% among 360,000. inhibition, % at 9.4 µM. TAMRA-labeled TCR probe fluorescence, biochemical. AID 651800; in the data active = inhibition above about 19%;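 also: recombinant mutant TCR 2C K166C tagged with TAMRA read by polarization; 0% = receptor in buffer alone and 100% = receptor with positive control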
# HTRA1 inhibitor: blocks human HTRA1 serine peptidase | Q92743 | recombinant HTRA1, FP-rhodamine activity-based probe, fluorescence polarization | inhibition, % at 5.96 µM | hit rate 0.5% among 340,000 | AID 504803; in the data active = inhibition above about 36%;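 also: 0% = enzyme with DMSO and 100% = wells lacking enzyme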
# rCAG RNA binder: molecules binding r(CAG) RNA repeats; r(CAG) RNA repeat, TO-PRO-1 dye displacement fluorescence; inhibition, % at 3 µM; hit rate 1.3% among 370,000;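 active = inhibition above the plate cutoff, the mean of all test compounds on that plate plus 3 SD, cut at about 35% in these data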;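 also: 0% = DMSO alone and 100% = 100 µM mitoxantrone as full dye displacement; higher means more dye released from RNA so lower well fluorescence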
# GC-B act: GC-B (human) receptor activation | HEK293-GC-B cells, CNP EC30, cGMP TR-FRET; 0% at EC30 CNP, 100% saturating CNP | activation, % at 10 µM | hit rate 0.11% among 370,000 | AID 1920062;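 active = activation at 10 µM reaching about 35% in either raw or pattern-adjusted values, limit read from the data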
# MBD2 inh: blocks human MBD2 binding to methylated DNA. Q9UBB5. AID 686964. TR-FRET, MBD2 binding to methylated oligonucleotide. hit rate 0.31% among 370,000. inhibition, % at 4.4 µM; in the data active = inhibition above about 13%
# TDP2 absorb: TDP2 (human) inhibition, absorbance primary screen. recombinant TDP2, T5PNP hydrolysis, p-nitrophenol absorbance 415 nm. inhibition, % at 12.8 µM. hit rate 0.34% among 370,000. AID 720702;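 active = inhibition above the mean of all tested compounds plus 3 SD, set per campaign, cut at about 25% in these data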;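 also: 0% = DMSO with enzyme and 100% = buffer with substrate but no TDP2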
#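 Material: recombinant human TDP2; quantity: TDP2 enzyme at 120 nM final; medium: Tris-HCl pH 7.5 with MgCl2; compound: single concentration, 12.8 µM nominal, with 1% DMSO; incubation: 2 h enzyme incubation at 37 °C; signal: epi absorbance; measure: percent inhibition; benchmarks: high control without enzyme, low control DMSO plus TDP2; repeats: singlicate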
# ABHD4 inh: ABHD4 (mouse) inhibition, primary FP screen | Q8VD66 | purified mABHD4, FP-Rh probe fluorescence polarization | inhibition, % at 8.92 µM | hit rate 0.54% among 370,000 | AID 720543;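 active = inhibition exceeding the mean over every tested compound plus 3 SD, cut at about 30% in these data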;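 also: 0% = plate median of compound wells and 100% = S159A mutant with DMSO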
# Target sequence (Q8VD66 whole entry, looked up): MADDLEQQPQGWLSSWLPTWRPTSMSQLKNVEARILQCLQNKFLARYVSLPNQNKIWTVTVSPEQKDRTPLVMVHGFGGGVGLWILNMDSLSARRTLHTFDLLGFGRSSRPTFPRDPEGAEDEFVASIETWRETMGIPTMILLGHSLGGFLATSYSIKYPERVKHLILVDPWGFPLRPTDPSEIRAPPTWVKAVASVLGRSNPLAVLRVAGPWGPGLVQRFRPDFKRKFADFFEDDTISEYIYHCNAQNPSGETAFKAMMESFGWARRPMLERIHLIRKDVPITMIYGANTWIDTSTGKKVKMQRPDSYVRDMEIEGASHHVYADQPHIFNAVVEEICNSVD
#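 System: mouse ABHD4 enzyme, wild type / Medium: HEPES pH 7.0, NaCl, Pluronic buffer / Reagent: FP-Rh activity-based fluorescent probe / Control set: S159A mutant high control, sample median low control / Detection: fluorescence polarization with parallel and perpendicular emission, 525/598 nm / Schedule: 45 min + 60 min at 25 °C / Compound dosing: 8.92 µM, single dose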
# * = called active by the depositor; · = no result given.
SMILES,SIAE primary,PRMT1 inh,LEDGF integ inh,TCR CD3 inh,HTRA1 inhibitor,rCAG RNA binder,GC-B act,MBD2 inh,TDP2 absorb,ABHD4 inh
CCCc1nnc(NC(=O)CSc2nnc(-c3ccco3)n2C)s1,-1.6,6.8,-9.0,-1.7,-7.8,-1.9,-6.9,0.4,7.0,1.4
Cc1ccc(C)c(S(=O)(=O)N2CCCOC2CNC(=O)C(=O)NCc2ccncc2)c1 (stereo not given),4.8,-1.6,2.4,-1.0,-0.7,-3.3,3.2,-0.9,-4.3,-0.3
CCOc1ccc2nc(SCC(=O)N3CCN(C(=O)c4ccco4)CC3)sc2c1,-2.2,-1.6,0.8,6.2,-8.9,-6.1,1.8,-3.4,9.9,-1.7
COc1ccc(C=Nc2cccc3c(=O)[nH][nH]c(=O)c23)c2ccccc12,1.0,1.7,3.4,-5.8,-12.8,17.2,-7.5,3.6,-6.1,-5.9
COc1ccc(S(=O)(=O)N2CCCOC2CNC(=O)C(=O)NCCO)cc1 (stereo not given),-4.0,-1.7,5.3,-5.2,4.8,4.4,-3.6,-3.8,-18.9,0.8
O=C(NCc1ccncc1)C(=O)NCC(c1ccco1)N1CCN(c2ccc(F)cc2)CC1 (stereo not given),3.8,-0.9,-0.1,-1.6,-5.0,-5.1,1.7,-4.1,5.9,-17.0
O=C(NCc1csc(-c2ccccc2)n1)c1cc(F)cc2c1OCOC2,7.7,-2.5,7.8,3.2,-7.3,2.5,1.4,3.2,-8.7,-7.8
O=c1[nH]c(NCCO)c(N=Cc2ccccc2)c(=O)[nH]1,6.6,-1.5,3.2,-3.1,-0.1,-2.6,7.0,-2.9,3.4,3.4
Cc1cc2oc(C(=O)Nc3c(C)n(C)n(-c4ccccc4)c3=O)c(C)c2cc1Cl,1.3,-2.4,-0.5,-8.4,-7.8,0.0,1.2,1.5,10.8,-1.1
O=S(=O)(/N=C(/c1ccccc1)N1CCOCC1)c1ccc(F)cc1F,-4.8,-1.7,-1.3,-0.8,7.0,1.8,1.4,-1.8,-1.1,4.3
COc1ccc(NC(=O)NC2CCCc3ccccc32)c(OC)c1 (stereo not given),2.5,7.4,-3.6,-6.3,-4.5,-5.1,-12.8,3.4,-22.5,-9.9
O=c1[nH]cc(N2CCCCCC2)c(=O)[nH]1,3.6,2.4,-3.5,-1.6,10.4,0.6,5.6,-4.2,-2.8,1.9
O=C1c2ccccc2-c2nccnc21,1.0,-4.3,0.7,-5.5,8.8,-2.6,-5.1,-7.1,8.2,-5.6
CCN(CC(=O)Nc1ccc(NC(C)=O)cc1)C(=O)Cc1c(Cl)cccc1Cl,0.4,-4.7,5.2,2.4,-3.6,0.7,-0.6,-7.1,-13.7,-2.9
COc1ccccc1Nc1ncnc2nc[nH]c12,0.8,-1.4,-0.7,7.8,-5.2,-1.6,-1.2,1.2,-3.2,-7.0
COCCOC(=O)C1=C(C)NC(=O)NC1c1ccc(Cl)cc1 (stereo not given),-0.6,-1.1,4.1,1.5,-3.8,-4.3,2.4,0.8,-5.0,-3.0
COc1ccc(Br)cc1S(=O)(=O)N1CCN=C1c1ccccc1,-3.9,-4.4,5.0,3.5,4.4,-5.3,-0.1,-5.3,1.8,-1.1
C=CCOC(=O)Nc1nc(CCNC(=O)OCc2ccccc2)c(C(=O)O)s1,-0.8,4.2,-3.2,-1.2,·,0.3,2.3,4.2,-2.9,2.2
COc1ccc(-c2nnc(SCC(=O)N3CCc4ccccc4C3)o2)cc1,-3.1,4.9,-0.6,-0.2,-7.7,4.3,-4.3,-4.0,-15.2,-1.1
COC(=O)c1ccc(C(=O)OC)c(NC(=S)N2CCCC(C)C2)c1 (stereo not given),-1.4,1.2,-1.4,-7.9,0.9,-3.1,1.1,5.0,-2.5,2.3
O=C(C[C@H]1CC[C@@H]2[C@H](COC[C@@H](O)CN2Cc2ccc(Cl)cc2)O1)NCCc1ccccc1,7.2,2.4,-0.8,-11.0,·,-0.3,-0.8,5.3,-2.0,-3.3
CCCCCC(=O)NNC1=NCC(Cc2ccccc2)S1 (stereo not given),6.5,1.1,-2.4,-9.8,-6.8,-4.6,-1.4,0.7,-14.5,4.5
Cc1cccc(C(=O)NC2CCN(CC(=O)NCc3ccccc3F)CC2)c1,-6.9,-1.2,1.5,7.7,-16.3,2.3,-2.8,5.6,7.2,-2.2
COc1cc2c(cc1[N+](=O)[O-])-c1ccc([N+](=O)[O-])cc1C2,-6.2,-2.0,-2.2,8.8,·,15.7,-3.5,0.8,7.6,5.2
COc1ccc2[nH]c3c(c2c1)CCC/C3=N\N,6.7,2.5,-0.1,-6.0,3.0,1.9,17.9,5.6,3.6,1.2
O=C(NCC(=O)N1CCCCCCC1)c1ccco1,3.3,-0.8,3.9,-2.4,6.3,2.6,3.7,-4.9,0.6,6.9
CCOC(=O)c1ccc(N=c2sc(C(=O)OC)cc(=O)n2-c2ccc(C(=O)OCC)cc2)cc1,-2.5,7.5,-2.6,-5.3,-12.5,9.2,-1.1,0.5,-9.0,-10.2
CCCC1C(C#N)=C(N)Oc2n[nH]c(C(C)(C)C)c21 (stereo not given),4.0,-0.7,-2.5,1.4,-1.5,-5.6,2.8,0.6,3.5,6.8
Cc1cccc(C)c1NC(=O)C1=C(O)c2sccc2N(C)S1(=O)=O,3.1,-1.7,1.1,8.6,0.8,2.8,3.4,1.2,7.5,-2.7
CC(=O)Nc1cccc(-n2c(=O)n(Cc3ccccc3)c(=O)c3[nH]cnc32)c1,0.3,-3.1,-2.2,-0.9,-2.7,1.0,0.6,-2.1,6.2,-1.8
Cc1ccc(C(=O)Nc2cccc(O)c2)cc1S(=O)(=O)N1CCCCCC1,1.1,-3.6,3.5,6.9,-50.8,2.2,-10.8,-6.0,18.6,-18.0
COc1ccc(CN2CCC(N(CCc3ccccc3)Cc3ccccc3)CC2)c(OC)c1,3.1,-0.9,0.8,3.8,-11.3,-1.8,-13.7,-1.9,4.9,20.6
Cc1ccc(S(=O)(=O)N2CCOCC2)cc1C(=O)NCc1ccccn1,-0.8,2.0,-1.6,-5.5,10.6,-0.2,2.1,-4.3,-0.9,-0.5
CC(=O)N1CCN(c2ccccc2NC(=O)COc2cc(C)ccc2C(C)C)CC1,-0.6,0.1,-1.6,1.6,-13.7,-7.1,-13.1,3.0,-13.9,-4.7
CCOCCn1ccc2c(OCC(=O)Nc3ccc(OC)cc3OC)cccc2c1=O,-3.0,3.4,-0.1,-2.6,-4.8,2.5,6.9,2.2,-0.6,-0.3
NNC(=O)c1csc(-c2cccc(C(F)(F)F)c2)n1,4.7,-0.6,-2.4,-4.0,-10.4,-1.6,-3.1,0.5,3.9,-1.7
COC(=O)c1sc(C(C)(C)C)cc1CSc1ccccc1,-6.5,5.8,-3.7,-11.5,-4.9,-0.7,-3.2,-5.3,-8.6,5.7
CCOC(=O)c1sc(NC(=O)CCN2C(=O)c3ccccc3C2=O)c(C(=O)OCC)c1C,0.9,-0.8,2.2,4.5,2.0,4.0,-6.9,-5.0,-16.4,-2.8
O=C(Nc1ccc2c(c1)OCCO2)C(C1CC1)N1CCN(c2ccc(F)cc2)CC1 (stereo not given),3.1,-3.0,-0.4,15.2,·,2.8,-2.5,2.4,6.1,-3.1
O=C(O)/C=C/c1ccc(S(=O)(=O)Nc2ccccc2C(=O)Nc2ccc(F)cc2)cc1,-6.5,2.2,0.3,-5.3,1.9,19.5,-3.0,4.1,-6.8,-7.7
CC(=O)C[C@H](O)CC(=O)[C@@H]1OC(=O)[C@H](C)C/C=C\Cc2ccccc21,1.1,3.0,-1.3,-1.3,-6.2,7.9,-0.4,3.3,10.5,6.8
CCn1c(CNC(=O)c2cccs2)nnc1SCC(=O)NCCc1ccccc1,-9.9,0.4,-0.6,6.4,5.4,-4.8,4.0,0.8,0.5,1.2
Cc1ccc(S(=O)(=O)N(C)C)cc1NC(=O)c1cccnc1Oc1ccccc1,-3.4,3.9,-1.6,-3.7,·,-4.7,8.8,5.0,-13.4,1.1
CCCN(C(=O)CSCC(=O)Nc1cccc(C)c1)c1c(N)n(Cc2ccccc2)c(=O)[nH]c1=O,1.6,-0.7,-10.4,-9.4,-0.7,-1.9,3.6,3.5,-12.9,-1.6
Cc1nc(C)c2c(c1C(F)(F)F)-c1ccccc1C2(F)F,2.2,-3.1,-3.4,-3.9,-4.8,-5.0,-2.3,5.1,3.2,1.3
NNC(=O)[C@H](Cc1ccccc1)NC(=O)Nc1ccc2c(c1)OCCO2,0.5,1.0,0.2,-2.4,-8.5,10.1,3.8,2.4,-0.2,0.4
O=C(NCc1cccs1)C1Cc2c(-c3ccc(Cl)cc3)ccnc2O1 (stereo not given),-3.1,-1.6,1.2,-2.6,·,0.5,-8.2,3.0,-6.0,-4.2
CCCCN(C(=O)c1ccc(N(C)S(=O)(=O)c2ccc(C)cc2)cc1)c1c(N)n(CC(C)C)c(=O)[nH]c1=O,-3.6,2.8,1.7,-4.3,-2.1,0.9,7.5,-3.8,5.2,4.6
Cn1c(=O)oc2cc(S(=O)(=O)NCCC(=O)NC3CCCC3)ccc21,2.4,-0.2,-0.7,-1.2,0.6,2.9,-1.9,-0.8,9.2,-3.3
O=C(NC(=S)NCc1ccccc1)c1ccc(Br)cc1,0.9,-2.8,3.9,0.4,·,-2.7,3.9,-3.8,-7.1,-9.1
CC(C)OC(=O)c1ccc(NC(=O)c2cccc(-n3cnnn3)c2)cc1,-12.8,-1.6,-6.6,-13.7,-27.4,3.0,9.0,1.1,7.8,-11.6
Cc1cc(OCC(=O)Nc2ccccc2N2CCCCC2)ccc1C(C)C,-1.1,-5.4,4.1,5.0,-3.4,1.8,1.9,-3.7,6.9,0.9
COc1ccc(-c2cc(-c3ccccc3)nc(SC(C)C(=O)O)c2C#N)cc1 (stereo not given),-11.7,0.7,-4.4,-3.6,-56.3,70.5*,4.4,1.4,14.1,-29.8
Cc1cc([N+](=O)[O-])ccc1NC(=O)C(C)NC1CCCCC1 (stereo not given),-3.4,2.3,1.3,9.8,-1.1,0.8,-2.2,-2.1,-11.0,2.1
Cc1cc(NC(=O)CSCC(=O)OCC(=O)c2ccc(Br)cc2)no1,-2.8,12.0,-4.4,-4.3,-8.1,8.1,-2.4,1.1,4.6,-5.6
Cc1csc(NC(=O)C2CCCN(S(=O)(=O)c3ccc(Br)s3)C2)n1 (stereo not given),0.0,0.9,1.4,5.0,-22.6,-0.2,-0.4,3.5,-0.5,-7.9
COc1cccc(CNC(=O)c2nnn(CC(=O)Nc3ccc4c(c3)OCO4)c2N)c1,1.2,8.8,-4.0,-1.0,-10.6,16.1,-2.2,-3.4,-1.7,7.3

# The list is partial; count on the stated rates, not on these rows.
